# MITF primary = blocks human microphthalmia-associated transcription factor; inhibition, % at 2.6 µM; AlphaScreen MITF homodimerization, bead proximity signal; hit rate 0.91% among 650,000; O75030; in the data active = inhibition above about 50%;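 note: 0% = vehicle wells with protein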
# Target sequence (O75030 whole entry, looked up): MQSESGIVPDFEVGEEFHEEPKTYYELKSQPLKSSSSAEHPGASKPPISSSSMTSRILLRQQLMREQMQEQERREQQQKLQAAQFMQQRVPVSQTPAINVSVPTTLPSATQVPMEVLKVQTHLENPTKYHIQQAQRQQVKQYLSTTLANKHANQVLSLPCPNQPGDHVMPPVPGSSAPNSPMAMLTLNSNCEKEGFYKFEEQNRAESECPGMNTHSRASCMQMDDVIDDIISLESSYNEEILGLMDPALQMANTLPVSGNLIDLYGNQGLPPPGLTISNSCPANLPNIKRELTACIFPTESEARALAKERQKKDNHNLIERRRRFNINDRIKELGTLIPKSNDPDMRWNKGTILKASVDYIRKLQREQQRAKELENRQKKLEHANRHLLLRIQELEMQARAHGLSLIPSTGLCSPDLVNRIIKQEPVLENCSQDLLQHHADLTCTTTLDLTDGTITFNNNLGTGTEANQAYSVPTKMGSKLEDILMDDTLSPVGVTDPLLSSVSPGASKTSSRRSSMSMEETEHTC
# TEAD-YAP block = TEAD-YAP interaction inhibition | AID 1259422 | HEK-TIYL cells, TEAD-Gal4/YAP UAS-luciferase luminescence | inhibition, % at 9.12 µM | hit rate 1.4% among 640,000; in the data active = inhibition above about 32%;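 note: 0% = median of test compound wells and 100% = reference inhibitor wells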
# GPR151 activ = human GPR151 activation; PathHunter beta-arrestin GPR151 cells, luminescence; activation, % at 11.2 µM; hit rate 1% among 650,000; AID 1508602; in the data active = activation above about 4.9%;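 note: 0% = median of compound wells and 100% = cells with positive control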
# Target sequence (Q8TDV0 whole entry, looked up): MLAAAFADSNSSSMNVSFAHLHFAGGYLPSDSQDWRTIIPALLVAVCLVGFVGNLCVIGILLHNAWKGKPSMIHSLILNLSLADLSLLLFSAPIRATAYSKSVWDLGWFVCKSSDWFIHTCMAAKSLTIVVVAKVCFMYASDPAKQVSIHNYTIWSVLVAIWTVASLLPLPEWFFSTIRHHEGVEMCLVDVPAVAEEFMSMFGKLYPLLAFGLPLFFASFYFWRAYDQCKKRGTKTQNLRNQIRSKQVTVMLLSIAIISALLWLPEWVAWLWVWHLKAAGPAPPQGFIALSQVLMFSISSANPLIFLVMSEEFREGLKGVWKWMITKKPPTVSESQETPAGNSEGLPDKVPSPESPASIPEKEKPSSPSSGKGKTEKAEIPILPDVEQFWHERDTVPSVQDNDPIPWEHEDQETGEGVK
# FBW7 act = activators of human E3 ligase FBW7. Q969H0. AlphaScreen FBW7–phospho-cyclin E peptide binding, activator screen. normalized activity (activation), % at 26.1 µM. hit rate 0.13% among 650,000; in the data active = normalized activity above about 1.9%;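 note: purified mutant Fbw7 with reduced substrate affinity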
# * = called active by the depositor.
# Under each structure: TEAD-YAP block	FBW7 act	MITF primary	GPR151 activ
CCN1C(=O)c2cccc3c(NC(=O)CSc4ccc(OC)cc4)ccc1c23
 : 9.9	0.1	-4.9	-1.7
Cc1ccccc1-c1nc2c(Cl)cc(Cl)cc2c(=O)o1
 : -7.5	1.0	5.6	-1.1
O=[N+]([O-])c1ccc(/C=N/Nc2nc(-c3ccc(Cl)cc3)cs2)o1
 : 1.2	-0.1	-5.6	-0.3
O=C(Nn1cnnc1)c1ccc(F)c(S(=O)(=O)N2CCCCC2)c1
 : 7.2	0.1	-0.8	2.0
CCN(CC)C(=O)c1cn(-c2ccc(Cl)cc2)c(=O)c2ccccc12
 : 4.7	0.3	10.2	0.6
Cc1ccccc1NC(=O)C(c1ccccc1)N1CC(=O)Nc2ccccc21 (stereo unspecified)
 : 5.9	0.1	8.0	3.6
Cc1nnc(NC(=O)CSc2ncnc3sc4c(c23)CCC4)s1
 : 7.2	0.1	45.7	-0.2
Cc1cc(C)c2c(c1)c(-c1ccccc1)c(-c1ccccc1)n2CC(O)CN1C(=O)c2ccccc2S1(=O)=O (stereo unspecified)
 : 4.5	0.0	-0.2	0.0
CCc1ccccc1N(C(=O)c1ccc(OC)cc1)C1C=CS(=O)(=O)C1 (stereo unspecified)
 : 6.5	0.0	-4.5	0.7
O=C(CSc1ncn(-c2ccccc2)n1)Nc1nnc(-c2ccccc2)s1
 : -4.6	0.2	14.1	0.2
Cc1ccc(NC(=O)c2cc(S(=O)(=O)NCc3ccccc3Cl)ccc2F)cc1
 : 4.6	0.0	2.5	-0.1
CNC(=O)C1CCN(S(=O)(=O)c2ccc(OC)cc2)CC1
 : 13.2	0.5	1.3	-0.2
O=C(CN1CCC(Cn2cnc3ccccc32)CC1)N1CCC(Cc2ccccc2)CC1
 : 60.9*	0.0	73.5*	-0.7
CCOc1ccc2nc(N3CCCC(C(=O)NC(C)CC)C3)sc2c1 (stereo unspecified)
 : -4.0	0.4	9.2	1.2
Cc1ccc(S(=O)(=O)/N=C(\N)Nc2nc3ccccc3o2)cc1
 : -10.8	-0.3	-10.1	-1.0

# Next records.
# Under each structure: TEAD-YAP block	FBW7 act	MITF primary	GPR151 activ
O=C(Cc1ccccc1)NCCSCc1ccc(Cl)cc1
 : -4.2	-0.1	-8.0	0.4
O=C(CSc1ccc2nnc(-c3cccc(F)c3)n2n1)NC1CCCCC1
 : -0.1	0.2	9.9	0.1
O=[N+]([O-])c1ccc(/C=N/n2cnnc2)o1
 : 8.6	0.1	24.4	-2.0
COc1ccc(-c2csc(NC(=O)Cc3ccccc3)n2)cc1OC
 : 2.0	0.2	14.4	-1.7
CCNC(=O)NNC(=O)C12CC3CC(CC(C3)C1)C2
 : -6.5	-0.1	-8.2	0.2
O=C(COC(=O)c1ccccc1I)c1ccc(F)cc1
 : -52.6	0.0	2.4	0.0
CC(=O)Nc1nc(-c2ccccc2)cs1
 : -3.1	0.6	26.7	0.4
Cc1cc(=O)[nH]c(SCCOc2ccc(Cl)cc2)n1
 : -2.6	-0.1	7.4	-0.7
O=C(CSC1=N/C(=C/c2ccco2)C(=O)N1c1ccccc1)N1CCc2ccccc2C1
 : -10.5	-0.2	-5.4	-0.5
Oc1c(Cl)cc(Cl)cc1/C=N/n1cnnc1
 : -4.7	-0.1	-0.1	-1.8
COC(=O)Cn1c(C)cc(C)c([N+](=O)[O-])c1=O
 : -5.1	-0.2	2.8	0.8
COc1cc2ccccc2cc1C(=O)Nc1ccc2nn(-c3ccccc3)nc2c1
 : -9.6	0.2	11.2	-0.9
CCOC(=O)C1=C(CC)OC(N)=C(C#N)C1c1cccc2ccccc12 (stereo unspecified)
 : -10.3	0.0	7.5	0.3
COC(=O)C1=CN(c2ccc(Br)cc2)C=C(C(=O)OC)C1c1ccccc1
 : 6.4	0.1	-5.0	-0.3
Cc1cc(N2C(=O)CSC2c2ccccc2C(F)(F)F)ccc1Br (stereo unspecified)
 : -10.3	0.0	-0.3	0.2

# A second format for some results above:
canonical_smiles	TEAD-YAP block	FBW7 act	MITF primary	GPR151 activ
CCNC(=O)NNC(=O)C12CC3CC(CC(C3)C1)C2	-6.5	-0.1	-8.2	0.2
CC(=O)Nc1nc(-c2ccccc2)cs1	-3.1	0.6	26.7	0.4
CCOC(=O)C1=C(CC)OC(N)=C(C#N)C1c1cccc2ccccc12 (stereo unspecified)	-10.3	0.0	7.5	0.3
O=C(CSC1=N/C(=C/c2ccco2)C(=O)N1c1ccccc1)N1CCc2ccccc2C1	-10.5	-0.2	-5.4	-0.5

# (listing goes on)
# Under each structure: TEAD-YAP block	FBW7 act	MITF primary	GPR151 activ
Cc1cccc2sc(NC(=O)c3ccc([N+](=O)[O-])cc3Cl)nc12
 : -4.7	-0.1	-1.4	2.5
Oc1c(/C=N/N2CCCCC2)sc2ccccc12
 : -14.8	0.0	12.1	-0.8
O=C(NC(=S)NNS(=O)(=O)c1ccccc1)c1cccc([N+](=O)[O-])c1
 : 11.4	1.6	10.8	-0.3
O=C(Cc1ccccc1F)Nc1ccc2c(c1)CN(C(=O)c1csnn1)CC2
 : -9.6	0.1	-10.1	-1.5
Cc1ccc(S(=O)(=O)Nc2ccc(F)cc2)cc1C(=O)O
 : 4.8	0.0	8.7	1.4
N#Cc1ccc(Oc2ccc(N3C(=O)C4CCCCC4C3=O)cc2)c([N+](=O)[O-])c1 (stereo unspecified)
 : 5.4	0.1	1.7	1.9
Cc1ccccc1C(C(=O)NCc1ccccc1)N(C(=O)c1ccccn1)c1cccnc1 (stereo unspecified)
 : -0.2	0.1	10.5	-0.2
O=C(NCCSCc1ccccc1)c1ccc(-n2c(=S)[nH]c3ccccc3c2=O)cc1
 : 0.8	0.2	23.4	-0.6
NCCC12CC3CC(CC(C3)C1)C2
 : -24.8	0.1	-7.2	2.2
CCC(CC)NC(=O)COC(=O)CCC(=O)c1ccc(F)cc1
 : 3.6	0.0	-0.8	0.7
CSc1ccc(/C=C2\C(=N)N3N=CSC3=NC2=O)cc1
 : 8.9	0.5	11.3	-0.2
COc1cccc(OCC(Cn2cnc3ccccc32)OC(C)=O)c1 (stereo unspecified)
 : -8.5	0.3	8.1	2.1
CCCCNC(=O)c1cc2nc(-c3ccc(Br)cc3)cc(C(F)(F)F)n2n1
 : 10.8	0.1	8.0	1.8
COc1ccccc1Cn1c(=O)c2ccccc2n2c(=S)[nH]nc12
 : -0.8	-0.1	-10.9	0.0
CC1C(=O)OC2(C)CC(C)(C)NC(=S)N12 (stereo unspecified)
 : 3.4	-0.1	-3.1	-0.7

# Next part:
# Under each structure: TEAD-YAP block	FBW7 act	MITF primary	GPR151 activ
CCOc1cc(/C=N/N2C(=O)C3C(C2=O)C2C=CC3C23CC3)ccc1O (stereo unspecified)
 : 2.2	1.2	9.5	4.3
CC(=O)NCCOc1ccccc1Cl
 : -3.7	0.0	3.1	1.7
CN(C)CC(C)(C)CNC(=O)C1CCN(Cc2cc(Cl)ccc2O)CC1
 : -0.9	0.3	29.1	0.4
C[N+](C)(C)CCCCCCC(=O)/C=N/O
 : -0.2	-0.1	7.0	0.9
Clc1cccc(-c2cnnc(NCCCc3cccnc3)n2)c1
 : -2.2	0.2	13.2	0.6
O=C(Oc1c(Cl)cc(Cl)cc1Cl)c1ccco1
 : -4.8	-0.1	-3.3	3.5
COc1ccc(N2CCN(Cc3nnnn3CCc3ccccc3)CC2)cc1
 : 2.1	0.0	1.8	-0.3
COc1ccc2nc(NC(=O)Cn3cnc4c(=O)n(C)c(=O)n(C)c43)sc2c1
 : 7.6	0.2	35.0	-1.3
c1ccc(CSc2n[nH]c(-c3ccco3)n2)cc1
 : -22.6	-0.2	17.0	0.7
COc1ccc(OC)c(S(=O)(=O)N2CCC(C(=O)NC(C)(C)C)CC2)c1
 : 9.4	0.0	-2.6	-0.1
O=C1NC(=S)N/C1=C/c1ccsc1
 : 2.8	0.0	0.1	-0.6
CCOc1cc(C2C(C#N)=C(N)OC3=C2C(=O)CC(C)(C)C3)ccc1OCC(=O)OC (stereo unspecified)
 : 4.0	0.0	26.3	-0.6
CC(C)NS(=O)(=O)c1cc(C(=O)O)ccc1Br
 : -3.0	-0.1	-4.9	0.1
CC(=O)Nc1sc(C)c(C)c1C(=O)NC(C)C
 : -7.4	0.1	-8.6	1.9
O=C(Nc1cc2cccc([N+](=O)[O-])c2oc1=O)c1ccccc1F
 : -9.7	-0.2	-0.2	0.5

# The results go on.
# Under each structure: TEAD-YAP block	FBW7 act	MITF primary	GPR151 activ
CCOc1ccccc1CN1CCN(Cc2ccc3ncccc3c2)CC1CCO (stereo unspecified)
 : -22.6	0.0	-1.7	0.4
CCSc1nnc(-c2cccc(S(=O)(=O)N3CCOCC3)c2)n1-c1ccc(F)cc1
 : -5.3	0.0	2.1	0.7
O=C(Nc1ccc([N+](=O)[O-])cc1)N1CCN(S(=O)(=O)c2ccc(Cl)cc2)CC1
 : -5.9	-0.3	-0.1	1.2
CCOC(=O)c1c(NC(=O)c2ccccc2C)sc(C(=O)Nc2ccc(C)c(Cl)c2)c1C
 : 1.9	0.0	6.8	1.9
COc1ccccc1CN1C[C@@H]2C[C@@H](c3ccc(C#CC(C)(C)O)cc3)N3CCC[C@@]23C1=O
 : -0.4	0.0	-2.9	-0.2
Cc1c(Cl)cccc1N(CC(=O)N1CCCCC1)S(C)(=O)=O
 : 5.1	-0.1	4.8	0.6
O=C(O)CN1C(=O)c2cccc3c(Br)cc(Br)c1c23
 : -3.5	0.0	1.5	-0.8
O=C(C1CC1)N1N=C2CCCCCC2C1(O)C(F)(F)F (stereo unspecified)
 : 6.6	0.0	7.2	-0.5
COc1ccc(NC(=O)c2sc3ncnc(N4CCCCC4C)c3c2C)cc1OC (stereo unspecified)
 : -10.9	0.6	14.6	-0.2
COC(=O)c1sccc1NC(=S)N1CCCCC1
 : -2.1	-0.1	-0.7	4.1
O=C1NC2(CCN(C(=O)Cc3n[nH]c(=O)c4ccccc34)CC2)Oc2ccccc21
 : 6.0	0.0	8.6	-0.3
O=C(Cn1cnc2ccccc2c1=O)NCCC(=O)N1CCN(c2ccccc2)CC1
 : 3.2	-0.1	0.4	0.7
COc1ccc(/C=C/C(=O)Nc2ccc(-c3nnc4n3CCCCC4)cc2)cc1OC
 : -8.5	-0.1	31.4	-0.3
CCN(CC)C(=O)CN1CCC(c2ccc3c(c2)OCO3)CC1
 : 0.9	0.3	1.8	-0.2
O=C(NNc1cccc(Cl)c1)C(O)(c1ccc(Cl)cc1)c1ccc(Cl)cc1
 : -4.7	0.0	3.0	1.2

# One compound at a time (already shown). Screens in order: TEAD-YAP block | FBW7 act | MITF primary | GPR151 activ
# CCSc1nnc(-c2cccc(S(=O)(=O)N3CCOCC3)c2)n1-c1ccc(F)cc1 in the list: -5.3 | 0.0 | 2.1 | 0.7
# O=C(Cn1cnc2ccccc2c1=O)NCCC(=O)N1CCN(c2ccccc2)CC1 in the list: 3.2 | -0.1 | 0.4 | 0.7

# Following part.
# Under each structure: TEAD-YAP block	FBW7 act	MITF primary	GPR151 activ
COCCN1C(=O)C(=O)/C(=C(/O)c2ccc(Cl)cc2)C12C(=O)N(C)c1ccccc12 (stereo unspecified)
 : -0.9	-0.1	14.6	0.8
CN(CC1CCCCO1)C(=O)CC1(c2ccccc2Cl)CC(=O)N(C)C1=O (stereo unspecified)
 : -8.4	0.1	11.6	-0.5
C=CCNc1nc2c(c(=O)n(C)c(=O)n2C)n1CCC(C)C
 : 32.9*	0.6	18.7	-0.2
CC1CCN(C(=O)CSCc2ccc(Br)cc2)CC1
 : -45.6	-0.1	-4.9	-1.4
Cc1cc([N+](=O)[O-])ccc1NC(NC(=O)N(C)C)C(Cl)(Cl)Cl (stereo unspecified)
 : 13.0	-0.1	-0.3	1.5
Nc1cc(OC(=O)c2ccc(Cl)cc2)nn1S(=O)(=O)c1ccc(Cl)cc1
 : -0.5	0.0	4.4	-0.1
COc1nc(Nc2ccc(Oc3ccccc3)cc2)nc(-c2ccc(C(N)=O)cc2)n1
 : 16.2	-0.1	-7.4	0.4
Cc1ccc(C)c(C(=O)N2CCN(c3ccc([N+](=O)[O-])cc3)CC2)c1
 : 14.0	-0.3	-0.3	1.6
O=C(O)CCc1nnc2ccc(N3CCCCC3)nn12
 : -2.3	0.0	-10.7	-0.4
C/C(=N\Nc1cccc([N+](=O)[O-])c1)c1ccc([N+](=O)[O-])o1
 : 11.5	-0.2	3.6	-0.2
Cc1nnc(C)c2c(C)n(C)c(C)c12
 : -1.2	0.2	3.6	2.1
COc1ccccc1C(C(=O)NC(C)(C)C)N(C(=O)c1csnn1)c1ccc(F)cc1 (stereo unspecified)
 : 1.0	0.1	16.3	-0.1
O=C1NC2(CCN(C(=O)Nc3ccc(F)cc3)CC2)N=C1c1ccccc1
 : 2.3	0.1	5.0	1.4
O=C(NCc1cccc(OC(F)(F)F)c1)c1cnc2sccn2c1=O
 : 3.7	0.3	9.9	2.2
O=C(Nc1ccc2oc(-c3ccc(Cl)cc3Cl)nc2c1)c1ccc([N+](=O)[O-])cc1
 : 0.7	0.0	2.8	-0.3

# Additional records follow:
# Under each structure: TEAD-YAP block	FBW7 act	MITF primary	GPR151 activ
COc1ccccc1CC(=O)O/N=C(\N)Cc1ccc(Cl)cc1Cl
 : 0.4	0.2	-11.2	-0.2
O=C(Nc1ccccc1O)c1cc(S(=O)(=O)N2CCCCC2)ccc1Cl
 : 2.8	-0.1	-5.6	-0.3
CC(=O)c1c(C(C)=O)c(C)n(-c2ccc(C)c(NC(=O)c3ccc(F)cc3)c2)c1C
 : -2.2	-0.1	7.1	0.7
Cc1cccc(C(=O)N/C(=C\c2ccc([N+](=O)[O-])cc2)C(=O)Nc2ccc(Br)cc2)c1
 : -0.7	0.2	-1.7	3.0
Cc1ccc(NC(=O)CCN(CCO)Cc2ccccc2)cc1
 : 1.9	-0.1	-1.6	1.3
Cc1[nH]n(-c2cccc(Cl)c2)c(=O)c1C=NCc1ccccc1
 : -46.8	-0.2	2.0	0.7
O=C1c2ccccc2NC2(CCCCC2)N1c1ccc(O)cc1
 : 57.7*	0.1	-13.3	-1.5
